S100A4 MyoIIA – blocks human S100A4 binding to myosin IIA peptide. P26447. inhibition, % at 10.7 µM. hit rate 0.14% among 360,000. S100A4/TAMRA-MyoIIA peptide fluorescence polarization;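 active = mean inhibition of at least 70% across replicates, with every replicate also reaching that level; inconclusive = mean inhibition reaches 70% but some replicates fall short; inactive = mean inhibition below 70%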
Target sequence (P26447 whole entry, looked up): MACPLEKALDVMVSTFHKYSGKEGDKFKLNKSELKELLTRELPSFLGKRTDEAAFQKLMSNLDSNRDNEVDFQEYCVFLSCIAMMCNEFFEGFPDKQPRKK
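Material: S100A4 monomer protein / Buffer or medium: 50 mM HEPES pH 7.2, 10 mM CaCl2, 100 mM KCl / Times: 5 min incubation before reading / Benchmarks: neutral control DMSO, positive control TFP / Reagent: labelled myosin peptide probe, 5 nM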
ERp5 block – inhibitors of human ERp5 | Q15084 | ERp5 insulin aggregation, absorbance 650 nm, 90 min | inhibition, % at 9.99 µM | hit rate 0.05% among 350,000 | AID 651711;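 active = mean replicate inhibition above about 25%, with every replicate also reaching it, limit read from the data, passing the limit was not always enough; inconclusive = only one of those two criteria met; inactive = neither criterion met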
E-sel inducer – induces E-selectin expression in human endothelial cells; P16581; AID 686992; hit rate 0.37% among 260,000; activation, % at 7.58 µM; HUVEC E-selectin immunofluorescence imaging; normalized: neutral wells 0, TNF-alpha wells 100;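 active = mean E-selectin-positive cell signal at least 10% of the positive control, reached in at least 60% of replicates, without over 20% cell loss; inconclusive = no rule given, readout overlaps actives, possibly toxicity-flagged; inactive = the rest, including those meeting only one limit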;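 also: in these data hits start at about 27%; measured in HUVEC primary endothelial cells; signal is the percent of cells scored E-selectin positive by PE staining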
Target sequence (P16581 whole entry, looked up): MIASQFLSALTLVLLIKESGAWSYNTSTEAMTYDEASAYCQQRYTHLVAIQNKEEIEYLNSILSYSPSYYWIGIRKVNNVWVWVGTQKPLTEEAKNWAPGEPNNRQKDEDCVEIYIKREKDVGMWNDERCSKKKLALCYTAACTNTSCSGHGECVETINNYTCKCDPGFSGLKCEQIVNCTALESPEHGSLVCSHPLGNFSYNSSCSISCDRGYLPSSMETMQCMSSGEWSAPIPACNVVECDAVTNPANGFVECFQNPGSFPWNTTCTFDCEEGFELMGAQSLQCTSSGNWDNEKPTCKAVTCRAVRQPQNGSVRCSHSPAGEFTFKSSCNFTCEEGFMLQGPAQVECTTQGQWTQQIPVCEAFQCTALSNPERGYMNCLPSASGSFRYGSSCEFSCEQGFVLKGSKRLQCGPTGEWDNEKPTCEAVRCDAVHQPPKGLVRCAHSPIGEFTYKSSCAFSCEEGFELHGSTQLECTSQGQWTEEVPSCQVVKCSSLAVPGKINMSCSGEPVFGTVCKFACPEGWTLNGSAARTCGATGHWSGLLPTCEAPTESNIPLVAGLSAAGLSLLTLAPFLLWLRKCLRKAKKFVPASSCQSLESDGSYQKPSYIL
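System: HUVEC / Compound: single concentration / Signal: immunofluorescence imaging / Read-out: percent E-selectin-positive cells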
C2C12 statin – suppressors of simvastatin-induced myotoxicity in C2C12 myotubes. AID 602340. hit rate 0.78% among 330,000. rescue of ATP level, % at 7.49 µM. ATP luminescence, 48 h; scaled: DMSO 0, geranylgeraniol control 100;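 active = mean ATP rescue above about 67%, or every replicate alone reaching that limit, limit read from the data, passing the limit was not always enough; inconclusive = no clear call, values can overlap the other calls; inactive = mean under the limit and some replicate under it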;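 also: myotubes were challenged with 10 µM simvastatin during compound exposure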
DENV2 CPE rescue – DENV2-induced cell death inhibition; DENV2-infected cells, cytopathic effect rescue, plate reader; CPE inhibition, % at 9.99 µM; hit rate 1.7% among 350,000; in the data active = CPE inhibition above about 20%, passing the limit was not always enough; inconclusive = no clear call, values can overlap the other calls; tested in BHK-21 cells;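 also: 0% = median of neutral control wells and 100% = median of positive control wells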
PglD inh – inhibitors of Campylobacter jejuni PglD acetyltransferase. purified PglD enzyme, DTNB colorimetric CoA detection. inhibition, % at 12.5 µM. hit rate 0.098% among 360,000; in the data active = inhibition above about 16%, passing the limit was not always enough; inconclusive = no clear call, values can overlap the other calls; also: strong numbers were not always called active
SIRT5 block – inhibitors of human sirtuin-5 desuccinylase; Q9NXA8; Purified SirT5, succinyl-peptide AMC, trypsin-coupled fluorescence; inhibition, % at 15 µM; hit rate 1.1% among 330,000; in the data active = inhibition above about 15%; inconclusive = no clear call, values can overlap the other calls
Target sequence (Q9NXA8 whole entry, looked up): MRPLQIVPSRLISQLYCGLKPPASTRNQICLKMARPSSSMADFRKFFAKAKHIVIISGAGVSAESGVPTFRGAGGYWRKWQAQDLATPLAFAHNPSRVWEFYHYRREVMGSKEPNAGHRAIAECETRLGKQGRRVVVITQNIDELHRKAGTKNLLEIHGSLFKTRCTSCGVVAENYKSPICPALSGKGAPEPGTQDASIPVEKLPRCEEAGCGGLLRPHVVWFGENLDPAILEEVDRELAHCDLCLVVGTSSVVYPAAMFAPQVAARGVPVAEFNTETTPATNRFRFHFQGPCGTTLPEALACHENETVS
The depositor's hits bear a star; ? = inconclusive; nt = not tested or not shown; & = joins results of further samples. This is a subset; the hit share may differ from the screen's.

SMILES	S100A4 MyoIIA	ERp5 block	E-sel inducer	C2C12 statin	DENV2 CPE rescue	PglD inh	SIRT5 block
Cc1ccccc1-n1c(/C=C/c2ccccn2)nc2ccccc2c1=O	0	1	-0.3	-1	-6	4	0
COc1ccc(Cc2c(O)[nH]c(=O)[nH]c2=O)c(OC)c1	0	6	7.5	nt	2	nt	7
COC(=O)C1=C(c2cc3ccccc3o2)C[C@@H]2CC[C@H]1N2C(=O)NC(C)C	1	3	-0.1	1	-3	2	-2
CC1=C(C/C(C)=C/c2ccccc2)/C(=C/CO)[C@@H]2OC(=O)O[C@]2(C)C12CC2	-4	-5	0.1	nt	5	-2	nt
CCCCCN1C(=O)c2ccccc2[C@@]2(C(=O)OCC)Cc3cc(OC)ccc3[C@@H]12	-2	-4	-0.2	nt	0	nt	1
COC(=O)C1=C(c2ccccc2)C[C@@H]2CC[C@H]1N2C(=O)NC1CCCCC1	-2	-4	-0.1	-2	-5	0	11
Cc1nc2ccsc2c(=O)n1-c1ccccc1Cl	1	-8	nt	nt	-1	nt	0
CCCCn1c(=O)c(C=Nc2cc([N+](=O)[O-])ccc2OC)c(O)n(CCCCl)c1=O	-2	-5	-0.1	nt	3	nt	0
CCC(C)c1cnc(CC(C)C)c(=O)n1O (stereo not given)	-7	5	nt	-13	59*	-5	1
O=c1ccc2c(O)c3ccoc3cc2o1	-9	4	nt	3	-3	-4	3
O=Cc1cn(Cc2ccc(Br)cc2)c2ccccc12	-2	-3	0.3	34	-1	-1	-6
Clc1ccccc1C1=NCc2nncn2-c2sc(Br)cc21	0	2	0.5	nt	0	7	-2
CCN1C[C@@]2(COC)C3[C@@H](OC)[C@H]4[C@@H]1[C@@]3(C1C[C@H]3[C@H](O)C1[C@]4(O)C[C@H]3OC)[C@@H](OC)C[C@H]2O (stereo not given in full)	-20	6	nt	1	1	0	-1
C=CCn1c(O)c(/C=N/N2CCCCC2)c(=O)[nH]c1=O	-4	1	nt	5	1	5	7
CCn1c(O)c(C=Nc2ccc(N3CCOCC3)c(Br)c2)c(=O)n(CC)c1=S	nt	nt	-2.0	-5	nt	-2	nt
COc1ccc(C2=CC(c3ccc4c(c3)OCO4)c3c(c4ccccc4oc3=O)O2)cc1OC (stereo not given)	-8	12	1.7	nt	-1	nt	-2
Cc1ccccc1CN1CCNCC1	1	8	2.9	4	nt	4	-4
CCCc1nc2ccccc2c(=O)n1-c1ccc(O)cc1	-1	6	nt	nt	-3	nt	-1
Fc1ccc(NC(=S)N2Cc3ccccc3-n3nncc3C2)cc1	-1	-2	-0.2	4	6	nt	nt
Cc1cc(NC(=O)CCl)no1	-2	?	-0.2	nt	12	nt	-4
COc1cc2c(cc1C=O)OCO2	-4	4	8.7	nt	-10	nt	-2
C=Cn1ccnc1P(=S)(c1nccn1C=C)C1CCCCC1	1	-6	nt	21	-6	0	1
Clc1ccc(Cl)c(Cl)c1	-39	1	nt	nt	-19	nt	nt
Cc1ccc2[nH]c(=S)n(-c3cccnc3)c(=O)c2c1	-1	5	-0.1	-4	9	-2	-3
C/C=C/c1ccc([C@@H]2[C@@H](CO)N3CCCCN(C(=O)Cc4cccnc4)C[C@@H]23)cc1	-3	1	-0.2	-3	-9	1	-1
Further records.
SMILES	S100A4 MyoIIA	ERp5 block	E-sel inducer	C2C12 statin	DENV2 CPE rescue	PglD inh	SIRT5 block
O=c1c2ccccc2nc(/C=C/c2ccc3c(c2)OCO3)n1-c1ccccc1	-6	2	-0.2	nt	1	1	1
COc1c(C)cc(C(=O)C2CCCN(Cc3cccc(O)c3)C2)cc1C (stereo not given)	-6	5	0.2	-3	7	0	4
O=C(Cc1ccccc1)N1C[C@@H]2[C@H](c3ccccc31)[C@@H](CO)N2Cc1ccccc1	3	-3	-0.5	19	11	5	-2
CCOc1ccc(N=Cc2c(O)n(Cc3ccccc3)c(=S)[nH]c2=O)cc1	-7	-1	-0.1	nt	1	nt	3
C=C(C)[C@H]1CN[C@H](C(=O)O)[C@H]1CC(=O)O	17	-2	0.4	4	-7	-1	0
COC(=O)C1=C(c2ccc(-c3ccccc3)c(F)c2)C[C@@H]2CC[C@H]1N2C(=O)NC1CC1	-2	0	0.2	-8	18	-2	-2
CC=Cc1ccc2n(c1=O)C[C@H]1[C@H](CO)[C@@H](C(=O)OC)[C@@H]2N1S(=O)(=O)c1cccc(C)c1 (mixture of isomers)	5	2	-0.2	-24	-6	-2	-5
CC(C)(C)[C@]1(O)C[C@@H]2OC(=O)C[C@@]23C(=O)O[C@@H]2OC(=O)[C@@H](O)C213 (stereo not given in full)	-16	8	-0.2	-4	?	1	-3
CCOC(=O)[C@]12Cc3cc(C)ccc3[C@H]1N(C)C(=O)c1ccccc12	-3	3	0.0	nt	3	nt	-2
O=C(c1ccc(C(F)(F)F)cc1)C1CCCN(Cc2ccncc2)C1 (stereo not given)	-22	3	1.9	nt	-8	nt	0
C1=NCCCN2CCCCC12 (stereo not given)	2	-2	0.8	-1	4	1	nt
COCCNC(=S)N1Cc2ccccc2-n2nncc2C1	-5	-5	0.0	-7	7	4	-8
Cc1cc(-c2ccccc2)cc(C)[n+]1Cc1ccccc1	3	-5	-0.1	-130	-15	-4	nt
O=C(NCCN1CCC2(CC1)C(=O)NCN2c1ccccc1)c1cccc2c1-c1ccccc1C2=O	0	3	0.0	nt	10	nt	nt
CN1CCN(c2nc(Cl)ncc2F)CC1	5	3	nt	2	0	3	2
COC(=O)C1=C(c2ccc3ccccc3c2)C[C@@H]2CC[C@H]1N2C(=O)NC(C)C	2	5	0.2	-8	-6	-1	-7
O=C(c1ccc2c3c(cccc13)CC2)C1CCCN(CC2CC2)C1 (stereo not given)	11	-2	16	2	2	6	-17
COC(=O)C1=C(c2ccc(-c3ccccc3)c(F)c2)C[C@@H]2CC[C@H]1N2C(=O)N1CCC(O)CC1	2	5	0.0	15	-8	-7	nt
COc1cc2c3cc1Oc1cc(ccc1O)C[C@@H]1c4c(cc(OC)c(O)c4Oc4ccc(cc4)C[C@H]3N(C)CC2)CCN1C	-14&0	-1	-0.2	-33	-6	-1	2
C[C@]12C=CC(=O)C=C1CC[C@@H]1[C@@H]2CC[C@]2(C)C(=O)CC[C@@H]12	1	1	nt	5	-14	-1	0
C[C@]12CC[C@H]3[C@@H](CCC4=CC(=O)CC[C@@]43C)[C@@H]1CC[C@@H]2O	-3&-4	-5&-4	nt	5&13	-24&-14	-4&4	nt
O=[N+]([O-])/C=C1/NCCN1Cc1ccc(Cl)nc1	1	2	12	4	3	nt	1
CC(C)C(=O)Nc1nnc(CCN(CCc2nnc(NC(=O)C(C)C)s2)[N+](=O)[O-])s1	-4	-2	0.3	9	-6	4	-1
Cc1cccc2c(CCN)c[nH]c12	7	4	nt	9	-1	1	1
C[C@]12CC[C@@H](O)CC1=CC(=O)C1C2CC[C@]2(C)C(=O)[C@H](O)CC12 (stereo not given in full)	-3	1	0.0	45	16	0	nt

Single records, as listed above. Screens in order: S100A4 MyoIIA	ERp5 block	E-sel inducer	C2C12 statin	DENV2 CPE rescue	PglD inh	SIRT5 block
COC(=O)C1=C(c2ccc(-c3ccccc3)c(F)c2)C[C@@H]2CC[C@H]1N2C(=O)N1CCC(O)CC1 as listed: 2	5	0.0	15	-8	-7	nt
CCC(C)c1cnc(CC(C)C)c(=O)n1O (stereo not given) as listed: -7	5	nt	-13	59*	-5	1
COc1cc2c3cc1Oc1cc(ccc1O)C[C@@H]1c4c(cc(OC)c(O)c4Oc4ccc(cc4)C[C@H]3N(C)CC2)CCN1C as listed: -14&0	-1	-0.2	-33	-6	-1	2
CCCCCN1C(=O)c2ccccc2[C@@]2(C(=O)OCC)Cc3cc(OC)ccc3[C@@H]12 as listed: -2	-4	-0.2	nt	0	nt	1
O=c1c2ccccc2nc(/C=C/c2ccc3c(c2)OCO3)n1-c1ccccc1 as listed: -6	2	-0.2	nt	1	1	1

The list goes on:
SMILES	S100A4 MyoIIA	ERp5 block	E-sel inducer	C2C12 statin	DENV2 CPE rescue	PglD inh	SIRT5 block
O=C(COC(=O)Cc1ccccc1)Nc1ccc(SC(F)F)cc1	0	0	nt	nt	-1	nt	-9
CCOc1cc2c(cc1OCC)-n1cccc1C(c1ccccc1F)NC2 (stereo not given)	0	2	-0.1	-7	3	-4	1
Cc1ccc2c(c1)C1CN(C)CCC1N2C(=O)CCCN1C(=O)c2cccc3cccc(c23)C1=O (stereo not given)	2	3	0.5	nt	1	-1	-1
CCOC(=O)c1cccc(-[n+]2c(-c3ccccc3)cc(-c3ccccc3)cc2-c2ccccc2)c1	-4	-2	0.0	6	nt	-1	nt
CCOC(=O)C1(CCc2ccccc2)CCN(Cc2csc(C(C)=O)c2)CC1	-2	2	nt	nt	10	nt	-5
Cn1c(O)c(C=NCCCC(=O)O)c(=O)n(C)c1=O	-4	-11	nt	4	nt	7	-2
CCN(CC(=O)Nc1ccc(C#N)c(Cl)c1)CC(=O)NC(C)(C)C	1	2	0.2	8	11	-3	-5
Cc1ccc(NC(=S)NCCc2cnc[nH]2)cc1C	-23	-2	1.4	nt	-1	nt	3
O=C1N(c2ccc(Cl)cc2)C(c2cccnc2)N2CCCN12 (stereo not given)	-1	3	nt	nt	-2	nt	-2
CCOC(=O)c1cc2c(cn1)[C@@H](CCO)NC2	-2	-5	-0.8	9	3	-5	-2
NN=C1C(Cl)=C(Cl)C(Cl)=C1Cl	3	1	-0.4	nt	5	nt	8
O=C(Nc1cc(Cl)cc(Cl)c1)N1Cc2ccccc2-n2nncc2C1	-4	10	nt	9	-8	-9	-3
Cc1ccc2c(c1)C1C[N+](C)(CC(=O)c3ccc(Cl)cc3Cl)CCC1N2C(=O)c1ccc(F)cc1 (stereo not given)	2	0	0.4	-50	?	2	-1
COC(=O)C1=C(c2cccc(OC)c2OC)C[C@@H]2CC[C@H]1N2C(=O)NCc1ccco1	-3	-9	-0.1	-4	2	9	nt
N#CC(CCN1CCOCC1)(c1ccccc1)c1ccccc1	0	2	nt	2	-7	1	-3
c1ccc2c(c1)OCC(C1=NCCN1)O2 (stereo not given)	2	1	0.0	0	-2	5	1
Cc1cc(OC(C)C(=O)NCC(O)c2ccccc2)c2c3c(c(=O)oc2c1)CCC3 (stereo not given)	-1	3	2.7	-30	17	nt	-11
O=C(O)Cn1cc(/C=C2\C(=O)NC(=O)N(c3ccc(Cl)cc3)C2=O)c2ccccc21	60	-2	0.2	-5	-8	-7	4
O=S(=O)(c1cccc(C(F)(F)F)c1)N1Cc2ccccc2-n2nncc2C1	-6	1	-3.0	-6	1	-1	-1
Cc1ccc(C)c(NC(=O)CCNC(=O)N2C[C@H]3C[C@@H](C2)c2cccc(=O)n2C3)c1	-5	3	nt	9	12	0	1
COc1ccc(CNCCc2c[nH]c3ccccc23)cc1OC	1	1	0.0	-5	6	7	-1
CCCC[N+]12C3C[C@H](C4[C@H](O)[C@]5(C[C@@H]41)c1ccccc1N(C)[C@@H]35)[C@H](CC)[C@H]2O (stereo not given in full)	-7	0	0.0	-9	?	2	-1
CCCCn1c(O)c(C(C)=NCc2cccnc2)c(=O)[nH]c1=O	-1	0	0.1	nt	-3	2	-7
COC(=O)C1=CO[C@@H](C)[C@@H]2CN(CCc3c[nH]c4ccccc34)CC[C@H]12	1	2	nt	6	-8	4	nt
CC=Cc1ccc2n(c1=O)C[C@@H]1[C@@H](CO)[C@H](C(=O)OC)[C@H]2N1CC1CC1 (mixture of isomers)	8	0	0.4	4	-1	1	-7
CCCNC(=O)[C@H]1[C@H](CO)[C@H]2Cn3c(cccc3=O)[C@H]2N1C	3	-2	0.2	7	-4	0	-1
COc1cc(/C=C2/C(=O)NC(=O)N(c3ccccc3)C2=O)ccc1O	-9	?	0.0	nt	-1	nt	nt
O=C1NC2C(=CC(O)C(O)C2O)c2cc3c(cc21)OCO3 (stereo not given)	2	-1	-0.4	nt	4	nt	nt
CCCCn1nnnc1C(CCSC)N1CCC(n2c(=O)[nH]c3ccccc32)CC1 (stereo not given)	-2	-3	-0.1	-2	15	-2	-2
